# Source: PubChem
# NCI-60 one-dose screen, 48 h, at 10 µM unless noted. Numbers give growth in % (100 = growth as untreated, 0 = no growth, -100 = all killed).
# SK-MEL-2: SK-MEL-2 melanoma; hit rate 4.7% among 77,000
# HS 578T: HS 578T breast cancer; hit rate 4.1% among 78,000
# MCF7: MCF7 breast cancer. hit rate 6.3% among 82,000
# LOX IMVI: LOX IMVI melanoma; hit rate 7.4% among 79,000
# MALME-3M: MALME-3M melanoma. hit rate 5.8% among 78,000. AID 1794766
# T-47D: T-47D breast cancer; hit rate 5% among 79,000; AID 1794792
# BT-549: BT-549 breast cancer; hit rate 4.4% among 78,000; AID 1794793
# MDA-MB-231: MDA-MB-231 breast cancer; hit rate 5% among 81,000; AID 1794789
# Numbers without * were called inactive; · = no result given; & = joins results of further samples; [ ] = dose if it differs, or a comment. How the source made its calls: active means growth percent below 10; inactive means the rest.
1: COc1ccccc1/C=C1\COc2ccc(-c3ccccc3)cc2C1=O
2: O=C(Nc1ccc(S(=O)(=O)Nc2ncccn2)cc1)c1ccc(-n2c(=O)[nH]c3ccccc3c2=O)cc1
3: O=C(NNc1ccc(-c2ccccc2)nn1)c1ccccc1
4: [S-]c1n[n+](-c2ccccc2)c(-c2ccccc2)s1
5: COC(=O)/C=C/c1ccccc1

assay / entry	1	2	3	4	5
SK-MEL-2	45	111	107	116	108
HS 578T	39	106	103	100	85
MCF7	-9.1*	96	92	91	97
LOX IMVI	19	97	99	99	95
MALME-3M	74	98	100	105	97
T-47D	14	100	99	116	·
BT-549	12	98	95	104	99
MDA-MB-231	44	94	97	108	94

6: O=c1cc(-c2ccccc2)oc2cccc(O)c12
7: O=C(N/N=C\c1ccc(F)cc1)c1ccc2nc(-c3ccc(Br)cc3)[nH]c2c1
8: CC(=O)O[C@]1(C(C)=O)CC[C@H]2[C@@H]3C[C@H](C)C4=CC(=O)NCC[C@]4(C)[C@H]3CC[C@@]21C
9: N#Cc1c(-c2ccc(Cl)cc2)nc(SCC(=O)NNc2ncnc3ccccc23)n(Cc2ccccc2)c1=O
10: COc1ccc(-c2nc3sc(C)nn3c2-c2nc3cc(Cl)c(F)cc3[nH]2)cc1

assay / entry	6	7	8	9	10
SK-MEL-2	112	83	108	121	113
HS 578T	158	36	118	104	·
MCF7	73	9.4*	101	94	65
LOX IMVI	96	-12*	98	·	84
MALME-3M	119	-50*	92	99	104
T-47D	90	76	91	98	86
BT-549	100	73	98	120	103
MDA-MB-231	85	61	98	101	95

11: c1ccc(C[N+]2(Cc3ccccc3)CC[N+](Cc3ccccc3)(Cc3ccccc3)[C@H]3CCCC[C@@H]32)cc1
12: CC(=O)n1c(/C(C#N)=C/c2ccc(N(C)C)cc2)cc2ccccc21
13: COc1ccccc1/C=C/C(=O)CCC(=O)O
14: COc1cc(-c2cc(=O)c3ccccc3n2C)cc(OC)c1OC
15: O=C(CCCC(=O)Nc1ccc(NC(=O)Nc2ccc(Cl)c(C(F)(F)F)c2)cc1)NOCc1ccccc1

assay / entry	11	12	13	14	15
SK-MEL-2	94	48	102	87	82
HS 578T	91	12	96	96	68
MCF7	86	20	102	99	70
LOX IMVI	79	·	100	103	82
MALME-3M	88	57	101	104	103
T-47D	84	36	93	83	34
BT-549	92	18	113	107	88
MDA-MB-231	75	45	114	89	88

16: CCCCCCCCCCCCCCCCNC(=O)Nc1ccc(Br)cc1
17: O=C(O)CC(C(=O)O)/C(=C\c1ccccc1)c1ccccc1 (stereo unspecified)
18: N#Cc1c(NCc2ccccc2F)sc2c1CCCC2
19: CCC1=Cc2cc(Cl)ccc2OC12C=Cc1cc(Cl)ccc1O2 (stereo unspecified)
20: Clc1nc(N2CCC[N+]3(CC2)CC[N+]2(CCCNCC2)CC3)nc(N2CCC[N+]3(CC2)CC[N+]2(CCCNCC2)CC3)n1 (stereo unspecified)

assay / entry	16	17	18	19	20
SK-MEL-2	96	109	102	112	106
HS 578T	98	105	103	113	98
MCF7	99	95	104	100	91
LOX IMVI	111	99	88	111	98
MALME-3M	114	117	94	101	3.8*
T-47D	99	93	84	117	95
BT-549	·	122	108	111	95
MDA-MB-231	107	121	105	106	87

21: COc1nc2c(c(=O)[nH]1)C(c1ccc(Oc3ccnc4cc(Cl)ccc34)c(OC)c1)C=C(c1ccc(Cl)cc1)N2 (stereo unspecified)
22: CC(C)(C)n1cc(-c2ccnc(NCCCNS(=O)(=O)c3ccc(C(F)(F)F)cc3)n2)c(-c2ccc(F)c(O)c2)n1
23: CCCCc1cncc(CCCC)c1
24: Cc1ccccc1N=C1C(=O)Nc2ccccc21
25: O=S(=O)(Nc1ccc(I)c(Cl)c1)c1ccc(-c2cnc(C3CC3)o2)cc1

assay / entry	21	22	23	24	25
SK-MEL-2	96	100	107	·	44
HS 578T	88	79	103	111	18
MCF7	75	55	97	94	17
LOX IMVI	98	79	105	88	36
MALME-3M	102	86	100	93	49
T-47D	84	60	104	96	27
BT-549	88	94	112	·	57
MDA-MB-231	94	94	97	·	45

# 13 entries from above, with two lines to a compound:
# Results follow in this order: SK-MEL-2 | HS 578T | MCF7 | LOX IMVI | MALME-3M | T-47D | BT-549 | MDA-MB-231
(1) COc1ccccc1/C=C1\COc2ccc(-c3ccccc3)cc2C1=O
  45 | 39 | -9.1* | 19 | 74 | 14 | 12 | 44
(2) O=C(Nc1ccc(S(=O)(=O)Nc2ncccn2)cc1)c1ccc(-n2c(=O)[nH]c3ccccc3c2=O)cc1
  111 | 106 | 96 | 97 | 98 | 100 | 98 | 94
(3) O=C(NNc1ccc(-c2ccccc2)nn1)c1ccccc1
  107 | 103 | 92 | 99 | 100 | 99 | 95 | 97
(4) [S-]c1n[n+](-c2ccccc2)c(-c2ccccc2)s1
  116 | 100 | 91 | 99 | 105 | 116 | 104 | 108
(5) COC(=O)/C=C/c1ccccc1
  108 | 85 | 97 | 95 | 97 | · | 99 | 94
(6) O=c1cc(-c2ccccc2)oc2cccc(O)c12
  112 | 158 | 73 | 96 | 119 | 90 | 100 | 85
(7) O=C(N/N=C\c1ccc(F)cc1)c1ccc2nc(-c3ccc(Br)cc3)[nH]c2c1
  83 | 36 | 9.4* | -12* | -50* | 76 | 73 | 61
(8) CC(=O)O[C@]1(C(C)=O)CC[C@H]2[C@@H]3C[C@H](C)C4=CC(=O)NCC[C@]4(C)[C@H]3CC[C@@]21C
  108 | 118 | 101 | 98 | 92 | 91 | 98 | 98
(9) N#Cc1c(-c2ccc(Cl)cc2)nc(SCC(=O)NNc2ncnc3ccccc23)n(Cc2ccccc2)c1=O
  121 | 104 | 94 | · | 99 | 98 | 120 | 101
(10) COc1ccc(-c2nc3sc(C)nn3c2-c2nc3cc(Cl)c(F)cc3[nH]2)cc1
  113 | · | 65 | 84 | 104 | 86 | 103 | 95
(11) c1ccc(C[N+]2(Cc3ccccc3)CC[N+](Cc3ccccc3)(Cc3ccccc3)[C@H]3CCCC[C@@H]32)cc1
  94 | 91 | 86 | 79 | 88 | 84 | 92 | 75
(12) CC(=O)n1c(/C(C#N)=C/c2ccc(N(C)C)cc2)cc2ccccc21
  48 | 12 | 20 | · | 57 | 36 | 18 | 45
(13) COc1ccccc1/C=C/C(=O)CCC(=O)O
  102 | 96 | 102 | 100 | 101 | 93 | 113 | 114

# Additional structures follow:
26: CC(C)(N=Nc1ccc([N+](=O)[O-])cc1)[N+](=O)[O-]
27: OC1COCOC1C(O)C1OCOCC1O (stereo unspecified)
28: COc1ccc2c(c1)Sc1c(ccc3ccccc13)N2CCCN(C)C
29: Nc1ncnc2c1N=C(c1ccc(Cl)cc1)CC(c1ccc3c(c1)OCO3)N2 (stereo unspecified)
30: COc1cc(-c2nnc(SC)n2-c2ccc(Cl)cc2)c(O)c2ccccc12

assay / entry	26	27	28	29	30
SK-MEL-2	27	90	88	52	·
HS 578T	100	111	85	94	101
MCF7	55	95	85	81	76
LOX IMVI	63	95	84	96	·
MALME-3M	·	100	103	116	109
T-47D	61	100	62	94	79
BT-549	80	97	80	96	90
MDA-MB-231	82	88	70	89	111

31: CC(C)(O)c1cccc(I)c1
32: C=C(CC)C(=O)c1ccc(OCC(=O)O)c(Cl)c1Cl
33: Cc1cccc(NC(=O)c2sc3nc4c(cc3c2N)CCCC4)c1C
34: O=C(NNc1cnccn1)c1nc2cc(F)ccc2n2cccc12
35: COc1ccc(-c2cc(-c3ccccc3)nc(SCCCC(=O)O)n2)cc1OC

assay / entry	31	32	33	34	35
SK-MEL-2	112	101&83	49	41	97
HS 578T	92	109&104	25	61	82
MCF7	101	76&58	17	5.9*	96
LOX IMVI	92	95&89	42	-54*	94
MALME-3M	97	107&126	46	11	88
T-47D	92	59&50	36	20	96
BT-549	115	82&77	38	32	91
MDA-MB-231	99	104&106	39	28	97

36: O=C1/C=C/[C@@H](O)[C@@H]2C[C@@H](O)C[C@H]2/C=C/CCC[C@H](CCc2ccc(C(F)(F)F)cc2)O1
37: O=C(Nc1ccc(N=Cc2c(O)[nH]c3ccccc23)cc1)Nc1nccs1
38: CC(C)[C@@H](C)/C=C/[C@@H](C)[C@H]1CCC2=C3[C@H](O)[C@@H]4O[C@@]45C[C@@H](O)CC[C@]5(C)[C@H]3CC[C@@]21C
39: COc1cc2oc(C(=O)N[C@@H](Cc3ccccc3)C(=O)C(N)=O)c(C)c(=O)c2cc1OC
40: O=c1[nH]c(=O)n(Cc2ccccc2Cn2cc(F)c(=O)[nH]c2=O)cc1F

assay / entry	36	37	38	39	40
SK-MEL-2	·	62	115	104	103
HS 578T	28	31	102	95	115
MCF7	-18*	23	98	97	112
LOX IMVI	-72*	35	97	96	94
MALME-3M	-14*	47	106	109	86
T-47D	-32*	41	92	102	97
BT-549	4.5*	·	105	109	102
MDA-MB-231	-84*	48	104	94	102

41: COc1cccc(/C=C\C(=O)/C=C/C=C/c2ccccc2)c1
42: CC(=O)N1C(=S)NC(C)=C(C(=O)OC(C)C)C1c1ccc2c(c1)OCO2 (stereo unspecified)
43: COc1ccc(C(=O)CNc2ccc(-n3c(C)nc4c(cnn4-c4ccccc4)c3=O)cc2)cc1
44: O=[N+]([O-])c1ccc2c(c1)-c1ccccc1C2O (stereo unspecified)
45: COC(=O)NCn1c(=O)[nH]c2ccccc2c1=O

assay / entry	41	42	43	44	45
SK-MEL-2	87	110	97	106	105
HS 578T	122	98	99	118	93
MCF7	85	97	75	87	90
LOX IMVI	90	99	88	98	94
MALME-3M	108	98	90	126	91
T-47D	98	70	71	99	86
BT-549	108	99	96	94	82
MDA-MB-231	105	89	·	109	93

46: O=C(O)C(O)c1ccc(-c2ccccc2)cc1 (stereo unspecified)
47: C/C=N/c1ncnc2c1N=C(c1ccc3c(c1)OCO3)CC(c1ccc([N+](=O)[O-])cc1)N2C(C)=O (stereo unspecified)
48: Cc1ccc(NS(=O)(=O)N2CCCCC2)cc1
49: COc1ccc(-c2cc(-c3cc(C(=O)c4ccc(Br)cc4)n4ccc(C)cc34)nc(N)c2C#N)cc1
50: O=C(Nc1ccccc1)N1CCOCC1

assay / entry	46	47	48	49	50
SK-MEL-2	72	124	101	107	·
HS 578T	100	97	138	91	111
MCF7	96	41	101	79	94
LOX IMVI	99	82	100	55	·
MALME-3M	98	84	120	74	89
T-47D	94	68	95	83	102
BT-549	107	90	108	104	98
MDA-MB-231	103	81	89	60	105

51: c1ccc(CNc2c3ccccc3nc3ccccc23)cc1
52: CCN(CC)c1ccc(NC(=S)NN)cc1
53: O=C(Nc1ccccc1)OCc1ccco1
54: c1ccc(-c2cn3c(ccc4ccccc43)n2)cc1
55: O=C1/C(=C\c2ccc(-c3ccc(Cl)cc3)o2)C=C(c2ccc(Cl)cc2)N1Cc1ccccc1

assay / entry	51	52	53	54	55
SK-MEL-2	61	·	119	40	117
HS 578T	56	99	101	68	101
MCF7	12	91	96	29	93
LOX IMVI	20	102	86	52	100
MALME-3M	37	97	94	81	123
T-47D	38	95	106	66	106
BT-549	73	95	·	64	90
MDA-MB-231	58	102	99	56	120

56: O=S(=O)(O)c1cc(O)c2cc(Nc3ccccc3)ccc2c1
57: CCN1C(=O)N(CC)C2Nn3c(s/c(=C\c4ccccn4)c3=O)=NC21 (stereo unspecified)
58: C[C@]12CCC(=O)C=C1CC[C@@H]1[C@@H]2[C@H](O)C[C@@]2(C)[C@H]1CC[C@]2(O)C(=O)CO
59: C=CCOC(=O)C(C)Oc1ccc(Cl)cc1Cl (stereo unspecified)
60: O=C1N(Cc2ccccc2)C(=O)C(Cc2ccccc2)(Cc2ccccc2)C(=O)N1Cc1ccccc1

assay / entry	56	57	58	59	60
SK-MEL-2	94	106	107&100	105	63
HS 578T	95	91	107&91	105	100
MCF7	103	79	99&95	98	62
LOX IMVI	·	94	98&96	93	82
MALME-3M	105	90	107&107	106	74
T-47D	105	·	111&96	89	63
BT-549	96	95	103&110	126	87
MDA-MB-231	97	102	108&100	99	101

61: CONc1c2ccccc2nc2ccccc12
62: O=C(Nc1ccc(Br)cc1)Nc1ccc(F)c(C(=O)c2c[nH]c3ncc(Br)cc23)c1F
63: COc1cc(-c2nn(C(=O)NS(=O)(=O)c3ccccc3)cc2-c2ccncc2)ccc1Cl
64: CCCC(=O)Oc1ccc2ccccc2c1
65: Cn1cc(-c2csc(-c3ccc(F)cc3)n2)c2ccccc21

assay / entry	61	62	63	64	65
SK-MEL-2	120	16	95	104	89
HS 578T	103	49	79	93	100
MCF7	91	86	95	101	81
LOX IMVI	113	65	72	101	101
MALME-3M	130	48	87	111	94
T-47D	95	67	63	92	96
BT-549	106	·	54	·	106
MDA-MB-231	122	58	71	96	96

66: O=C(CSc1nnc(-c2ccc(Br)cc2)n1-c1ccccc1)Nc1ccc(C(=O)/C=C/c2ccc(Cl)cc2)cc1
67: S=C1SCC(c2ccccc2)S1 (stereo unspecified)
68: CCN1CCN(C(=O)[C@]2(C)CC[C@]3(C)CC[C@]4(C)C(=CC(=O)[C@@H]5[C@@]6(C)CC[C@H](O)C(C)(C)[C@@H]6CC[C@]54C)[C@@H]3C2)CC1
69: CCOC(=O)/C(=C\c1ccccn1)C(C)=O
70: O=C1/C(=C/c2ccc(Cl)cc2)N=C2SC3C(=NNC3c3ccc(Cl)cc3)N12 (stereo unspecified)
71: C1CCCC(NC2=NCCO2)CCC1
72: O=C(O)c1nc(-c2ccccc2)nc2ccccc12
73: COc1ccc([C@H]2c3[nH]c4ccccc4c3C[C@H]3C(=O)N(C4CCN(CC5CCCCC5)CC4)CC(=O)N23)c(OC)c1

assay / entry	66	67	68	69	70	71	72	73
SK-MEL-2	86	·	102	·	·	113	103	95[5.56 µM]
HS 578T	95	143	96	96	112	46	107	84[5.56 µM]
MCF7	92	99	90	112	77	100	92	94[5.56 µM]
LOX IMVI	100	103	94	98	21	102	100	·
MALME-3M	94	118	106	102	95	119	103	100[5.56 µM]
T-47D	112	100	90	108	98	99	107	81[5.56 µM]
BT-549	82	109	95	114	97	138	113	119[5.56 µM]
MDA-MB-231	93	107	114	112	36	108	108	86[5.56 µM]
